Bioassay records: PubChem BioAssay, National Center for Advancing Translational Sciences (NCATS)
LDHA block: inhibitors of human lactate dehydrogenase A; 0.15% of 480,000 active; activity change, % (values are at about 110 or 230 µM); AID 1347041; purified LDHA, NADH/diaphorase-resazurin fluorescence; stronger effect = lower value; P00338; in the data active = activity change below about -30%; inconclusive = mostly about -25% to -30%;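 note: plate controls were DMSO wells for no effect and wells without enzyme for full effect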
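Remaining NADH was detected by diaphorase (0.133 mg/mL) converting 37 µM resazurin to fluorescent resorufin, read at 0 and 20 minutes. The preceding 5-minute room-temperature reaction used 2 nM LDHA, 0.2 mM sodium pyruvate and 0.06 mM NADH at pH 7.4.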
* = called active by the depositor; u = inconclusive.

SMILES	LDHA block
FC(F)(F)c1ccc(Cl)c(N/N=C/c2ccc(Cl)cc2)c1	12.8
CC(C)N(C(=O)c1cccc(I)c1)C(C)C	2.2
CC(C)CC(NC(N)=O)C(=O)Nc1ccc(C(C)(C)C)cc1 (centres undefined)	20.2
COc1cc(/C=C2/NC(=O)NC2=O)cc(I)c1OCc1cccc(C(=O)O)c1	2.2
COC(=O)c1ccc(Oc2c(C)oc3cc(OC(=O)c4ccc(F)cc4)ccc3c2=O)cc1	-0.3
O=C(Cc1cc(Cl)c2c(c1)OCCO2)NC1CCN(C2CC2)CC1	-7.0
Nc1cc([N+](=O)[O-])ccc1C(=O)O	u
CCc1cc(=O)oc2c(C)c(OCC(=O)c3ccc(OC)cc3)ccc12	-10.0
O=C(CCc1ncc(-c2c(F)cccc2F)o1)Nc1ccncc1	-3.9
Cc1cc(NC(=O)c2ccc3nc(N4CCCCC4)sc3c2)ccc1Br	2.1
COc1cc(/C(C)=N/O)ccc1OC(F)F	9.6
COc1ccc(OC)c(S(=O)(=O)Nc2ccc(-c3cn4ccc(C)nc4n3)cc2)c1	-4.6
Cc1ccc2nc(Nc3nc(CSc4ncccn4)cc(=O)[nH]3)nc(C)c2c1	13.3
COc1cccc(CNCC(O)COc2ccc(C(C)=O)cc2OC)c1 (centres undefined)	-0.9
CN(C)C(CNC(=S)NC1CC2CCC1C2)c1cccs1 (centres undefined)	2.9

Copied from above for reference:
SMILES	LDHA block
Cc1ccc2nc(Nc3nc(CSc4ncccn4)cc(=O)[nH]3)nc(C)c2c1	13.3
COc1cccc(CNCC(O)COc2ccc(C(C)=O)cc2OC)c1 (centres undefined)	-0.9
CN(C)C(CNC(=S)NC1CC2CCC1C2)c1cccs1 (centres undefined)	2.9

Carrying on.
SMILES	LDHA block
FC(F)(F)c1cnc(SCc2csc(-c3ccccc3)n2)c(Cl)c1	1.5
CC(C)C(NC(=O)c1ccccc1Cl)c1nc(-c2cccnc2)no1 (centres undefined)	-7.7
Fc1cccc(Cc2c(-c3ccccc3)nc3c4ccccc4ccn23)c1	-2.5
CC(=O)c1cc2c(s1)c1cnn(Cc3ccccc3F)c(=O)c1n2C	-1.4
CCN1CC(CN(C)Cc2nnc(C(C)(C)C)o2)Oc2ccccc21 (centres undefined)	13.3
N#Cc1cc(C(=O)c2cc(Cl)ccc2O)cn(C2CC2)c1=O	5.4
CN(C)C1=C(C(=O)Nc2ccc(F)cc2)S(=O)(=O)c2ccccc21	-0.7
O=C(c1ccc(OC(F)F)cc1)n1ccccc1=NC1CCCCC1	-0.2
CCc1ccc(NC(=O)N2CCC3(CC2)OCCO3)cc1	11.1
COc1cc2c(cc1OC)CN(Cc1cc(=O)c(OCc3ccc(Cl)cc3Cl)co1)CC2	-6.9
N#CC1=C(SCC(=O)Nc2ccc(Br)cc2)NC(=O)CC1c1ccc2c(c1)OCO2 (centres undefined)	0.5
Cc1nc(SCC(=O)NCc2ccc(S(=O)(=O)N3CCOCC3)cc2)n(C2CCCC2)c1C	0.1
CC(C)c1ccc(CN(C)CC(=O)NC(N)=O)cc1	3.0
Cc1ccc2c(C)c(CCC(=O)Nc3ccccc3Cl)c(=O)oc2c1	-7.0
Cc1cc(-c2ccccc2)c2c(C)c(C)sc2n1	4.6
O=C(Nc1ccc2c(c1)OCO2)c1cc2c(s1)-c1ccccc1OC2	-1.4
COc1ccc(NC(=O)c2cc3ccc(O)cc3oc2=O)cc1	-5.4
Cn1c(SCC(=O)NCc2cccs2)nnc1-c1ccc2c(c1)OCCCO2	0.0
CC(CNC(=O)c1cc2ccccc2[nH]1)c1ccccc1 (centres undefined)	2.9
C=CCC(NC(=O)N(C)C)(C(C)=O)C(=O)OC (centres undefined)	0.8
CN(C)/C=C/C=C1C(=O)CC(C)(C)CC1=O	6.1
O=C(Cn1ccccc1=O)Nc1ccc(Br)cc1Br	-10.1
COc1ccc(-c2cc3ccc(OCCN4CCN(C)CC4)cc3oc2=O)cc1	-2.8
NC(=O)NNC(=S)Nc1ccc(Cl)cc1Cl	2.8
CC(=O)NC1CCN(c2nc(-c3ccc(Br)cc3)cs2)CC1	8.0
CCCCCn1c(NCCC)nc2c1c(=O)[nH]c(=O)n2C	-4.8
O=C(Nc1nc(-c2ccncc2)cs1)c1cccc(S(=O)(=O)N2CCOCC2)c1	-5.6
O=C(O)c1ccc(NC(=O)c2cc(-c3ccco3)nc3ccccc23)cc1	10.3
CCc1nnc(NC(=O)c2cccc3ncccc23)s1	0.0
O=C1CN(C(=O)Cn2ccc3ccccc32)CCN1	0.1

In another format: results already given.
Compound | LDHA block
CN(C)C1=C(C(=O)Nc2ccc(F)cc2)S(=O)(=O)c2ccccc21 | -0.7
O=C(Cn1ccccc1=O)Nc1ccc(Br)cc1Br | -10.1
FC(F)(F)c1ccc(Cl)c(N/N=C/c2ccc(Cl)cc2)c1 | 12.8

Back to the main list, starting two compounds before the break.
SMILES	LDHA block
CCc1nnc(NC(=O)c2cccc3ncccc23)s1	0.0
O=C1CN(C(=O)Cn2ccc3ccccc32)CCN1	0.1
C[C@H]1COc2cc(N3CCC[C@H]3CO)ccc2S(=O)(=O)N1	4.6
CCCCCCCCOc1ccc(OC(=O)c2ccco2)cc1	-6.4
CCc1nnc2sc(-c3ccc(OC)c(NC(=O)C(C)(C)C)c3)nn12	-2.4
CCNC(=S)NC1CC(C)(C)NC(C)(C)C1	-0.2
Cc1cccc(NC(=O)C2CCCN(S(=O)(=O)Cc3ccc(F)cc3)C2)c1C (centres undefined)	7.0
O=C(NC1C2CC3CC(C2)CC1C3)c1cc(-c2cccnc2)nc2ccc(Cl)cc12 (centres undefined)	1.7
COc1cccc(-c2csc(/C(C#N)=C/c3ccccc3C(F)(F)F)n2)c1	5.1
CCOC(=O)c1cc(CC)sc1NC(=O)Cn1nnc(-c2ccc(C)cc2)n1	5.1
Cc1sc2nc(CN3CCCC3)nc(Sc3nnnn3C3CC3)c2c1C	6.9
Cc1cccc(C)c1OCC(O)Cn1cnc2c(cnn2-c2ccc(F)cc2)c1=O (centres undefined)	-0.7
CCCCCNC(=O)COC(=O)c1cc2c(C)cc(C)cc2[nH]1	6.1
Cc1c(C(=O)NC(c2ccc(Cl)cc2)c2nccn2C)oc2ccccc12 (centres undefined)	4.7
COc1ccc2cnn(CC(=O)Nc3ccc(Cl)cc3)c(=O)c2c1OC	0.1
COc1cc(CNc2ccc(N3CCOCC3)c(C(=O)O)c2)cc(Br)c1OCC(N)=O	-11.6
COC(=O)C[C@@H]1C=C[C@H](NC(=O)c2cnccn2)[C@@H](CO)O1	-9.0
C/C(=N\NC(=O)c1cccc(C)c1)c1ccc(C)s1	-6.8
C=CCN(CC=C)C(=O)/C=C/c1csc(C)n1	4.8
Cc1ccc2c(Cl)cc(Cl)c(OCC(=O)NC(C)(C#N)C3CC3)c2n1 (centres undefined)	7.7
O=S(=O)(c1ccc(F)c(F)c1)N1CCN(Cc2ccc3c(c2)CCO3)CC1	1.3
Cc1ccc(NC(=O)Cc2c(C)nc3nc(-c4cccs4)nn3c2C)c(C)c1	1.5
CC(C)C(=O)Nc1ccc(Br)cc1F	7.1
O=C(NCc1cccn1Cc1cccc(F)c1)NC12CC3CC(CC(C3)C1)C2	-2.9
CSc1ccc(/C=C/C(=O)c2ccc3c(c2)NC(=O)CO3)cc1	6.1
CCc1noc2nc(C)nc(N3CCCC(C(=O)NCCc4ccc(SC)cc4)C3)c12 (centres undefined)	10.7
CCCNC(=O)CCNC(=O)NCc1nc2c(cnn2-c2ccccc2)c(=O)[nH]1	-3.0
Cc1ccccc1C(=O)NCc1ccco1	2.3
CCN(CC(=O)NC(C)(C)C)C(=O)Cn1c(=O)c2c(ncn2C)n(C)c1=O	-3.0
Cc1ccc(S(=O)(=O)N(C)CC(=O)Nc2ccc(Nc3ccccc3)cc2)cc1	-0.1
CC(C)(C)C1CCC(=NNC(=O)Cc2ccccc2)CC1 (centres undefined)	5.1
O=C(Nc1ccc2oc(-c3ccncc3)nc2c1)c1cc(Cl)ccc1Cl	-3.3
CN(C)C(=O)c1ccc(NC(=O)CSc2ccc3ccccc3n2)cc1	2.7
N#CC(c1nc2ccccc2nc1NC1CCCC1)S(=O)(=O)c1ccc(F)cc1 (centres undefined)	4.9
CC1Cc2cc(-c3csc(NC4CCCC4)n3)ccc2N1S(C)(=O)=O (centres undefined)	-5.3
N#Cc1ccc(OCC(O)CNCCC2=CCCCC2)cc1 (centres undefined)	5.9
Cc1cccc(C(=O)NC(NC(=O)c2cccc(C)c2)c2ccccc2)c1	7.6
Cc1cc(Cl)ccc1OCCCc1n[nH]c(=S)n1Cc1ccco1	9.6
Cc1nc2ccc(Cl)cc2cc1C(=O)N1CCN(CC(=O)N2CCCC2)CC1	-10.7
CCCn1nc(C(=O)N(CCOC)Cc2nc3ccccc3c(=O)[nH]2)c2ccccc2c1=O	0.1
O=C(O)Cn1cc(C(C(=O)O)N2CCN(Cc3ccncc3)CC2)c2ccccc21 (centres undefined)	8.5
N#Cc1c(-c2ccccc2)cc(-c2cccs2)nc1SCS(=O)Cc1ccccc1 (centres undefined)	5.4
Clc1cccc(Cl)c1C=Nc1ccc(-c2ccc(N=Cc3c(Cl)cccc3Cl)cc2)cc1	10.6
Cc1cc2c(s1)c1cnn(Cc3c(F)c(F)c(C)c(F)c3F)c(=O)c1n2C	-4.4
Cc1ccc(CN2CCN(Cc3c[nH]c4ccccc34)CC2)cc1	7.0
COC(=O)NNC(=S)Nc1cccc(C)c1	4.9
CCn1cc(/C=C(\NC(=O)c2ccco2)C(=O)NCCCN2CCOCC2)c2ccccc21	15.4
CCCc1nc2c(Cl)cc(C(F)(F)F)cn2c1Cc1ccc(OC)cc1C	3.6
Cc1nc2cc(NS(=O)(=O)c3cc(Cl)cc(Cl)c3)ccc2o1	10.2
CCOC(=O)CC(NC(=O)c1cc2cc(Cl)cc(Cl)c2oc1=O)c1ccc(OC)cc1 (centres undefined)	0.5
COC(=O)C[C@H]1CC[C@@H]2[C@H](COC[C@H](O)CN2S(=O)(=O)c2ccccc2OC)O1	0.2
CC(C)CCN1C(=O)c2ccccc2C1c1nnnn1Cc1ccccc1 (centres undefined)	-2.3
Cc1ccc(C(=O)NC(O)C(=O)c2ccc(C)cc2)cc1 (centres undefined)	4.9
CC(=O)c1cccc(NC(=O)c2ccccc2SC(C)C)c1	-2.1
Cc1cc(C(=O)COC(=O)c2nccnc2N)c(C)n1CC(F)(F)F	2.2
Cc1cc(C)cc(NC(=O)CSc2ncc(CO)n2CC(=O)NC(C)C)c1	2.5
COc1ccc(-c2noc(-c3ccc(S(=O)(=O)N4CCOCC4)o3)n2)cc1	-5.7
COC(=O)c1cc(/C=C(/C#N)c2nc3ccccc3[nH]2)oc1C	6.0
Cc1c(Cl)cccc1NC(=O)c1noc2c1CC(C)CC2 (centres undefined)	3.3
O=C(CSc1ncc(-c2ccc(F)cc2)o1)Nc1cccc(F)c1	-10.2
COC(=O)C1=C(C)N(C)C(=O)NC1c1cccc(Cl)c1Cl (centres undefined)	6.3
CCCCCCCCOC(=O)/C(C#N)=C/c1ccc(-c2ccccc2)o1	-3.8

Going on with the list:
SMILES	LDHA block
CCOC(=O)c1oc2cc(O)ccc2c(=O)c1-c1ccc2c(c1)OCCO2	-1.5
Cc1nnc(C(=O)Nc2cccc(C(=O)NCc3ccc4c(c3)OCO4)c2)s1	-13.0
Cn1c(=O)[nH]c(=O)c2c1nc(N1CCCC1)n2CC(O)COc1ccc(Cl)cc1 (centres undefined)	4.8
COc1cc(C=Nc2ccc(C)c(I)c2)ccc1OC(C)=O	2.1
CC1CCCCC1NC(=S)Nc1cccc2cnccc12 (centres undefined)	11.5
O=C(O)C1CC(=O)N(C2CC2)C1 (centres undefined)	-7.4
CC(C)c1ccc(/C=C/C(=O)c2ccc(O)c(CCCl)c2)cc1	-1.2
Cc1cc(C)cc(NC(=O)N2CCc3cc(S(=O)(=O)N4CCC(C)CC4)ccc32)c1	2.0
CCN1CCN(c2nc(SC)nc(-c3ccc(Cl)cc3)c2C#N)CC1	0.1
Cc1cccc(Cc2cnc(NC(=O)c3cc(=O)c4cc(C)ccc4o3)s2)c1	-11.3
CCCCn1nc(C(=O)N2CCC(C(=O)N3CCc4ccccc4C3)CC2)c2ccccc2c1=O	-5.5
Fc1cccc(Oc2ncnc3c2cnn3-c2cccc(Cl)c2)c1	-1.9
CCCCOCCCNC(=O)CCC(=O)NC1CCCCC1	0.8
CCCCc1c(C)[nH]n(-c2nc(C)c(C(=O)Nc3ccc(C)cc3)s2)c1=O	0.7
CCc1nc(C#N)c(NCC(c2cccs2)N2CCOCC2)o1 (centres undefined)	4.6
Cc1c(S(=O)(=O)c2ccccc2)c(NC(=O)C(C)C)n(Cc2ccccc2)c1C	-6.3
O=C(O)/C=C/c1cccc(NS(=O)(=O)/C=C/c2ccccc2)c1	-23.0
O=C(CCc1ncc(-c2ccccc2F)o1)Nc1ccc(Cl)cc1	-1.3
Cc1cccc(N2C(N)=C(C#N)C3(C(=O)N(Cc4cccc(F)c4)c4ccccc43)C3=C2COC3=O)c1 (centres undefined)	-10.8
CC1(C(=O)Nc2ccc3c(c2)OCCO3)CN(S(C)(=O)=O)CC(=O)N1CCc1ccccc1F (centres undefined)	-2.5
Cc1ccccc1OCc1nc2c3c(ncn2n1)Oc1cc(O)ccc1C3c1ccccc1 (centres undefined)	-4.4
CCOC(=O)c1cccc(Nc2nc3ccccc3nc2NS(=O)(=O)c2cccc(C)c2)c1	-2.1
COc1ccc(OCC(=O)NC2CCCN(c3ncccn3)C2)cc1 (centres undefined)	-0.3
Cc1ccccc1C(=O)Nc1ccc2c(c1)nc(CCn1ccccc1=O)n2C	5.1
Cc1oc(-c2ccccc2)nc1C(=O)N1CCN(CC(=O)N2CCOCC2)CC1	4.0

As entered above.
For LDHA block, CCc1nnc2sc(-c3ccc(OC)c(NC(=O)C(C)(C)C)c3)nn12 shows -2.4
For LDHA block, CC(C)CC(NC(N)=O)C(=O)Nc1ccc(C(C)(C)C)cc1 (centres undefined) shows 20.2

Not all compounds are listed; the hit share may differ from the screen's.
